Screens from PubChem BioAssay.
Ecoli WT growth: blocks growth of wild type E. coli BW25113 | AID 552 | inhibition, % at 10 µM | E. coli BW25113 growth inhibition, OD600 | 20,000 compounds, 0.05% hits; in the data active = inhibition above about 40%;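 note: bacteria exposed to compound for 20 hours at 37 °C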
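System: bacterial strain in a whole-cell growth screen; medium: LB broth with 50 µg/mL kanamycin; detection: absorbance at 615 nm; schedule: 20 h exposure, 37 °C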
An asterisk follows results filed as active. These rows are one share of the data; the hit share may differ from the screen's.

O=C(CSc1nc2ccccc2[nH]1)c1ccc2c(c1)OCO2
  Ecoli WT growth = -1
CC1(C)C(C=C(Cl)Cl)C1C(=O)N1CCN(c2ccccc2)CC1 (stereo not drawn)
  Ecoli WT growth = -16
CC(Sc1nc(NCc2ccccc2)nc(N2CCOCC2)n1)C(=O)Nc1ccccc1 (stereo not drawn)
  Ecoli WT growth = -21
CCCc1nnc(NC(=O)CCC(=O)N2CCN(CCOc3ccc(C)cc3)CC2)s1
  Ecoli WT growth = -2
CNC(=O)c1cc2cccc(OC)c2oc1=O
  Ecoli WT growth = 6
OCCN1CCN(CC(O)COc2ccc3ccccc3c2)CC1 (stereo not drawn)
  Ecoli WT growth = 17
CNC(=O)Cn1c(=O)n(C)c2ccccc21
  Ecoli WT growth = -14
COc1ccc(OCCOC(=O)c2cccc(-n3cnnn3)c2)cc1
  Ecoli WT growth = -4
CC(=O)N1CCN(S(=O)(=O)c2ccc(S(=O)(=O)NC3CC3)cc2)CC1
  Ecoli WT growth = 9
O=C(CSc1nnc(-c2cccnc2)o1)c1cc2ccccc2oc1=O
  Ecoli WT growth = -26
Cn1c(Sc2nc3ccccc3n2C)nc2ccccc21
  Ecoli WT growth = -18
O=C(O)C1CCCCC1C(=O)Nc1ccc2c(c1)CCC2 (stereo not drawn)
  Ecoli WT growth = -18
COC(=O)c1ccc(NC(=O)c2ccc(N(C)S(C)(=O)=O)cc2)cc1
  Ecoli WT growth = -8
Cc1cc(OCC(=O)N2CCCC2)cc(C)c1Cl
  Ecoli WT growth = 0
CCC(OC(=O)c1cccs1)C(=O)NCc1ccco1 (stereo not drawn)
  Ecoli WT growth = 1
O=C(CN1C(=O)c2cccc3cccc1c23)Nc1ccccc1C(=O)NCc1ccco1
  Ecoli WT growth = 1
CCOC(=O)Cc1nnc(NC(=O)CSc2nnc3c4ccccc4n(C(C)C)c3n2)s1
  Ecoli WT growth = 9
Cc1ccc(-c2nc(Nc3ccccc3)n[nH]2)cc1
  Ecoli WT growth = -21
C[C@H](CS)C(=O)N1CCC[C@H]1C(=O)O
  Ecoli WT growth = 7
Cc1[nH]nc(-c2ccc(O)c(C)c2O)c1-c1cnn(-c2ccccc2)c1
  Ecoli WT growth = -7
CS(=O)(=O)Nc1ccc(C(=O)NCc2cccnc2)cc1
  Ecoli WT growth = -11
CN(C)[C@@H]1C(=O)C(C(N)=O)=C(O)[C@@]2(O)C(=O)C3=C(O)c4c(O)ccc(Cl)c4[C@@H](O)[C@H]3C[C@@H]12
  Ecoli WT growth = 43*
CCOc1cc(S(=O)(=O)N2CCC(Cc3ccccc3)CC2)c(OCC)cc1-n1cnnn1
  Ecoli WT growth = 7
CCN1C(=O)NC(c2cc(Br)ccc2OC)C(C(=O)OC)=C1C (stereo not drawn)
  Ecoli WT growth = 1
Cc1cc(C)n2cc(CSc3nnnn3C)nc2n1
  Ecoli WT growth = 13

Taken from above (7 entries):
O=C(CN1C(=O)c2cccc3cccc1c23)Nc1ccccc1C(=O)NCc1ccco1
  Ecoli WT growth = 1
CCOC(=O)Cc1nnc(NC(=O)CSc2nnc3c4ccccc4n(C(C)C)c3n2)s1
  Ecoli WT growth = 9
Cc1ccc(-c2nc(Nc3ccccc3)n[nH]2)cc1
  Ecoli WT growth = -21
C[C@H](CS)C(=O)N1CCC[C@H]1C(=O)O
  Ecoli WT growth = 7
Cc1[nH]nc(-c2ccc(O)c(C)c2O)c1-c1cnn(-c2ccccc2)c1
  Ecoli WT growth = -7
CS(=O)(=O)Nc1ccc(C(=O)NCc2cccnc2)cc1
  Ecoli WT growth = -11
CN(C)[C@@H]1C(=O)C(C(N)=O)=C(O)[C@@]2(O)C(=O)C3=C(O)c4c(O)ccc(Cl)c4[C@@H](O)[C@H]3C[C@@H]12
  Ecoli WT growth = 43*

Additional compounds follow.
Cc1cccc(C2CC(c3ccc(Cl)cc3)Nc3nc(N)nn32)c1 (stereo not drawn)
  Ecoli WT growth = 10
CCOCCCNC(=O)c1ccc2c(c1)ncn2C1CCCC1
  Ecoli WT growth = 5
C=CCNC(=O)CN(c1cccc(Br)c1)S(C)(=O)=O
  Ecoli WT growth = 15
O=C(Nc1cccc(F)c1)C1C2C=CC3(CN(CCCN4CCOCC4)C(=O)C13)O2 (stereo not drawn)
  Ecoli WT growth = 12
COC(=O)c1sccc1NC(=O)c1cc2c(s1)CCCC2
  Ecoli WT growth = 0
O=c1cnnc(SCCc2ccccc2)[nH]1
  Ecoli WT growth = -22
CCOc1ccc2nc(SCc3ccc(C(=O)OC)o3)[nH]c2c1
  Ecoli WT growth = -1
CCN(CC)S(=O)(=O)c1cc(Br)c(C)cc1OC
  Ecoli WT growth = -10
O=C(NCc1cccs1)c1ccccc1C(=O)NCc1cccs1
  Ecoli WT growth = -16
CCCCNC(=O)C(C#N)c1nc2ccccc2nc1N1CCCC1 (stereo not drawn)
  Ecoli WT growth = 1
Cc1cccc(C)c1-n1nnnc1SCSc1nnnn1-c1c(C)cccc1C
  Ecoli WT growth = 2
CC12CCC(C(=O)N3CCN(c4ncccn4)CC3)(c3nc4ccccc4nc31)C2(C)C (stereo not drawn)
  Ecoli WT growth = -26
O=S1(=O)CCN2C(=N1)SC1=C2CCN(Cc2ccccc2)C1
  Ecoli WT growth = -2
O=S(=O)(CC(CN1CCCC1)N1CCCC1)c1ccc2ccccc2c1 (stereo not drawn)
  Ecoli WT growth = -26
COc1ccc(NC(=O)C2CCCN(S(=O)(=O)c3cccc4cccnc34)C2)cc1OC (stereo not drawn)
  Ecoli WT growth = 18
CCN1CCN(Cc2nc3c(c(=O)n(C)c(=O)n3C)n2CC(=O)c2ccccc2)CC1
  Ecoli WT growth = 10
O=C(CC1SC2=NCCN2C1=O)Nc1ccc(Br)cc1 (stereo not drawn)
  Ecoli WT growth = 3
CC(C)(C)C1CCc2[nH]nc(C(=O)O)c2C1 (stereo not drawn)
  Ecoli WT growth = 5
Cc1cc(C)n(C(=O)CNC(=O)COc2ccccc2)n1
  Ecoli WT growth = -24
O=C(CCS(=O)(=O)c1cccc2nonc12)Nc1cccc2c1CCCC2
  Ecoli WT growth = 0
Cc1ccc(-c2noc(CN3CCN(Cc4ccccc4)CC3)n2)cc1
  Ecoli WT growth = -18
O=C(O)CCc1ccc(-c2cccs2)n1NC(=O)c1ccco1
  Ecoli WT growth = -2
CCOC(=O)c1ccccc1NC1c2ccccc2C(=O)N1C1CCN(C(=O)OCC)CC1 (stereo not drawn)
  Ecoli WT growth = -4
COc1ccc(OC)c(C2=NOC(C(=O)Nc3cccnc3)C2)c1 (stereo not drawn)
  Ecoli WT growth = -2
COC(=O)c1c(C#N)c(N)nc2c1CCC2
  Ecoli WT growth = -2

CCc1c(C)nc(/N=C(/NC(=O)c2ccccc2)Nc2ccccc2OC)[nH]c1=O
  Ecoli WT growth = -15
COc1cc([C@@H]2[C@H]3CN(C)CC=C3C(C#N)=C(N)C2(C#N)C#N)cc2c1OCO2
  Ecoli WT growth = 5
CCOc1ccc(S(=O)(=O)N2CCN(C)CC2)c(C)c1C
  Ecoli WT growth = -9
COC(=O)Nc1ccc(Oc2ccccc2)cc1
  Ecoli WT growth = -12
O=C(O)c1ccc(NS(=O)(=O)c2ccc(Cl)cc2)cc1
  Ecoli WT growth = -11
COc1cc2nc(-c3cccs3)oc(=O)c2cc1OC
  Ecoli WT growth = -6
Fc1cccc(-c2cc3nc4c(c(N5CCN(c6cnccn6)CC5)n3n2)CCCC4)c1
  Ecoli WT growth = -1
CS(=O)(=O)NCc1nnc(SCC(=O)NC2CCCCC2)n1-c1ccc(F)cc1
  Ecoli WT growth = -6
Cc1ccc(NC(=O)c2ccco2)c(NC(=O)CN2C(=O)c3ccccc3C2=O)c1
  Ecoli WT growth = -1
CCCN1C2CCCC1CC(NC(=O)Nc1cccc(C(C)=O)c1)C2 (stereo not drawn)
  Ecoli WT growth = 1
CCCCOc1ccc(-c2nnn(CC(=O)NCc3ccco3)n2)cc1
  Ecoli WT growth = -3
CSCC[C@H](NC(=O)OC(C)(C)C)c1nnc(SCC(N)=O)o1
  Ecoli WT growth = -18
COc1ccc(N2C(=O)C(Cl)=C(N3CCN(Cc4ccccc4)CC3)C2=O)cc1
  Ecoli WT growth = 5
Cn1cc(C(=O)NC2CCCCCCC2)c(=O)c2cc(S(=O)(=O)N3CCCC3)ccc21
  Ecoli WT growth = 5
CC1(C(=O)Nc2nccs2)Cc2ccccc2C(=O)O1 (stereo not drawn)
  Ecoli WT growth = -14
COCCCNC(=O)c1ccc(CS(=O)(=O)c2ccc(OC)cc2)o1
  Ecoli WT growth = 9
O=C(Nc1ccc2c(c1)OCO2)c1cc2ncc(Br)cn2n1
  Ecoli WT growth = 8
CS(=O)(=O)N(CC(=O)NCc1ccco1)c1ccc2c(c1)OCO2
  Ecoli WT growth = 5
CCNC(=O)CC1C(=O)N(c2ccccc2)C(=O)N1CCC(C)C (stereo not drawn)
  Ecoli WT growth = -4
CCOc1ccc(S(=O)(=O)n2nc(C)cc2C)c2ccccc12
  Ecoli WT growth = 7
CC(=O)N1CCC2(CC1)CC(=O)c1cc(OCC(=O)NCc3ccco3)ccc1O2
  Ecoli WT growth = -2
CCC(=O)N1CCN(c2nc(-c3ccccc3)c3c(c2C#N)CCCC3)CC1
  Ecoli WT growth = 5
CCNc1nc(NCc2ccccc2)nc(Oc2ccc(=O)[nH]n2)n1
  Ecoli WT growth = -19
CCN(CC)CC(=O)Nc1ccc(-c2nc3cc(NC(=O)CN(CC)CC)ccc3o2)cc1
  Ecoli WT growth = 1
c1ccc2c(c1)C(=Nn1cnnc1)c1ccccc1-2
  Ecoli WT growth = -1

(next part)
mol	Ecoli WT growth
O=C(c1c(F)c(F)c(F)c(F)c1F)N1CCc2ccccc21	-9
Cc1cc(C)nc(N2C(=O)CC(C(C)c3ccccc3)C2=O)n1 (stereo not drawn)	-15
COc1cc(SC)ccc1C(=O)NCC1CCCO1 (stereo not drawn)	-17
CCC(=O)c1ccc(OCC(O)CN(C)C2CCCCC2)cc1 (stereo not drawn)	-17
COCc1cc(C)nc(SCC(=O)Nc2cccc(C)c2C)c1C#N	5
CC(CN1CCCCC1)OC(=O)c1ccc(Cl)cc1Cl (stereo not drawn)	10
CC1Cc2ccccc2N1S(=O)(=O)c1cccs1 (stereo not drawn)	-6
COc1ccc(OC)c(C2=NOC(C(=O)Nc3cc(C)nn3-c3ccccc3)C2)c1 (stereo not drawn)	6
Cc1nnc2ccc(N3CCCC3)nn12	-6
CCOC(=O)/C(C(N)=NC)=C(\O)c1ccccc1	-18
CCCOc1ccc(C2c3c(oc4ccccc4c3=O)C(=O)N2CCCN2CCOCC2)cc1 (stereo not drawn)	5
CCC(=Nc1ccc(Cc2ccncc2)cc1)c1c(O)n(C)c(=O)n(C)c1=O	-16
COc1ccccc1OCc1ccc(C(=O)n2nc(C)c(Cl)c2C)o1	-8
COC(=O)c1ccc(NC(=O)CSc2nnc(COc3ccccc3)n2C)cc1	-15
O=c1c2c3c(sc2n2cnnc2n1CCc1ccccc1)CCCC3	6
Cc1ccccc1C(=O)NC1CCN(Cc2nnnn2CCc2ccccc2)CC1	11
CCOc1cccc2cc(C(=O)N3CCc4ccccc4C3)c(=O)oc12	-13
CN(CC(=O)Nc1ccncc1)S(=O)(=O)c1ccccc1	-7
COc1ccc(OC)c(S(=O)(=O)N2c3ccccc3CC2C)c1 (stereo not drawn)	-2
CCCCOc1ccc(C(=O)CCNC(C(=O)O)C(C)CC)cc1 (stereo not drawn)	-19
O=C(O)c1cccnc1SC1CC(=O)N(Cc2ccccc2)C1=O (stereo not drawn)	-23
COc1ccccc1-c1c(C)nn2c(C)c(C(C)=O)cnc12	0
COc1ccc(-n2c(N)c(Br)c(=O)[nH]c2=O)cc1	-18
CCOC(=O)c1c2n(c3ccc(O)cc13)CCCCC2	-11
COc1ccc(CNc2nc(SC)n[nH]2)cc1OC	-27
COc1ccc(OC)c(S(=O)(=O)N2CCC(C(=O)N3CCN(Cc4ccccc4)CC3)CC2)c1	-1
COc1ncnc2c1N=C1CC(C)(C)CC(N)=C1S2	-2
Cc1ccc(C(=O)CC2(O)C(=O)N(Cc3ccccc3)c3ccccc32)o1 (stereo not drawn)	-17
CCOC(=O)N1CCN(c2cc3nccnc3cc2F)CC1	-7
CCCCC(NS(=O)(=O)c1ccc(OC)cc1)C(=O)O (stereo not drawn)	-2
CCOC(=O)CSC1=C(C#N)C(c2ccco2)C(C(=O)OCc2ccccc2)=C(C)N1 (stereo not drawn)	-18
CCOC(=O)C1CCN(C(=O)N(C)C)CC1	-15
COc1cc(C)c(S(=O)(=O)N2CCCC2)cc1C	4
O=C(O)CCc1ccc(-c2ccc(F)cc2)n1CC(=O)O	6
COc1ccccc1-c1cc(C(F)(F)F)nc(S(=O)(=O)CCCC(=O)N2CCOCC2)n1	2
COc1ccc(CNS(=O)(=O)c2ccc(C3CNC(=O)C3)cc2)cc1 (stereo not drawn)	-16

3 structures from above, sorted by molar mass, highest first:
mol	Ecoli WT growth
Cc1ccc(C(=O)CC2(O)C(=O)N(Cc3ccccc3)c3ccccc32)o1 (stereo not drawn)	-17
COc1ccc(CNc2nc(SC)n[nH]2)cc1OC	-27
COc1cc(C)c(S(=O)(=O)N2CCCC2)cc1C	4

Next part.
mol	Ecoli WT growth
O=C(NCc1ccco1)c1sc2cccc(F)c2c1Cl	2
CN1CCCN(C(c2ccccc2)c2ccc(Cl)cc2)CC1 (stereo not drawn)	-1
CCCC(=O)N1CCN(c2ccc(NC(=O)c3cc4ccccc4o3)cc2Cl)CC1	-15
O=C(N1CCOCC1)N1CCN(CC(O)COc2ccc3ccccc3c2)CC1 (stereo not drawn)	-13
Cc1cc(C)nc(NC2=NCC(=O)N2c2ccc(Cl)cc2)n1	1
CSc1ccc(C(=S)N2CCN(CCO)CC2)cc1	-27
CCCC(=O)N1CCN(c2ccc(NC(=O)c3cc4ccccc4o3)cc2)CC1	-25
O=C(c1ccco1)n1nc(-c2ccccc2)nc1NCc1ccco1	-21
CCN(CCNC(=O)C1CCN(S(=O)(=O)CC)CC1)c1ccccc1	-2
O=C(NC1CC1)C1CCC(=O)N1C1CCCC1 (stereo not drawn)	19
Cn1c(SCc2ccccc2)nnc1-c1ccc2c(c1)OCO2	-19
CCc1cc2c(NCCC(=O)O)ncnc2s1	9
CCNc1ccc2c(Cl)cc(=O)oc2c1	8
c1cn(C23CC4CC(CC(C4)C2)C3)cn1	-2

Structures above with a tert-butyl group (two):
mol	Ecoli WT growth
CC(C)(C)C1CCc2[nH]nc(C(=O)O)c2C1 (stereo not drawn)	5
CSCC[C@H](NC(=O)OC(C)(C)C)c1nnc(SCC(N)=O)o1	-18
